# Bioassay records as filed in PubChem.
# MC4R antag cAMP – human MC4R antagonism in cAMP assay. MC4R-expressing cells, MTII-stimulated cAMP, LANCE TR-FRET. inhibition, % at 6.5 µM. actives 0.48% (n = 360,000). AID 540295;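 active = inhibition above its plate's cutoff, the mean of tested wells on that plate plus 3 SD, cut at about 29% in these data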;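 also: 0% = Melanotan II alone and 100% = Melanotan II plus saturating MCL0020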
#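 system = U2OS cells with stable human MC4R expression | also added = Melanotan II challenge after compound preincubation | dosing = one concentration, 6.5 µM nominal | incubation = compound 30 min, challenge 1 h, detection 1 h | measured by = TR-FRET with Eu-cAMP and labeled anti-cAMP, 671 nm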
# MC4R barr agon – human MC4R agonism via beta-arrestin. actives 0.98% (n = 360,000). AID 540308. U2OS MC4R beta-arrestin complementation, luminescence; percent of melanotan II response, DMSO zero. activation, % at 8.9 µM;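 active = activation above a per-plate cutoff, the mean activation of sample wells on that plate plus 3 SD, cut at about 8% in these data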
# TLR9-MyD88 block – TLR9-MyD88 interaction inhibition; Q9NR96+Q99836; CHO BLA complementation TLR9-MyD88, CCF4 FRET ratio; inhibition, % at 4.98 µM; actives 0.21% (n = 340,000);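 active = inhibition above the mean over all tested compounds plus 3 SD, cut at about 21% in these data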;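 also: 0% = DMSO only wells and 100% = clavulanate BLA inhibitor control wells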
# H9c2 protect – myocardial damage modulation in H9c2 cells. actives 0.63% (n = 360,000). protection from H2O2 cell death, % at 20 µM. H9c2 cardiomyocytes, H2O2 injury protection, ATPLite, 2 h. AID 588492;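 active = compounds giving at least 50% protection of heart cells from peroxide-induced death in the single-dose screen, raw or plate-pattern-corrected value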;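 also: 0% = DMSO wells with peroxide and 100% = DMSO wells without peroxide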
# NOD2 RIPK2 PPI – blocks binding of human NOD2 to RIPK2. CHO BLA complementation NOD2-RIPK2, CCF4 ratio. inhibition, % at 4.98 µM. O43353. actives 0.38% (n = 360,000); in the data active = inhibition above about 21%;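 also: 0% = vehicle only and 100% = reference blocker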
# ABCB6 inh 2 – blocks the human ABCB6 transporter | actives 0.19% (n = 360,000) | Q9NP58 | AID 602162 | K562-ABCB6 porphyrin accumulation, flow cytometry, 1 h; active compounds read low | fluorescence ratio to DMSO, % at 10 µM;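 active = fluorescence ratio to DMSO below 75%, the collection mean minus 3 SD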;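 also: signal is porphyrin accumulated inside mitochondria; 100% equals median channel fluorescence of DMSO control wells; lower ratio means ABCB6 inhibition with less porphyrin fluorescence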
# ABHD5-PLIN5 inh – blocks binding of human ABHD5 to perilipin-5 | actives 0.78% (n = 360,000) | AID 602281 | Split G. princeps luciferase complementation, luminescence, 4 h | inhibition, % at 4 µM | Q00G26+Q8WTS1;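 active = inhibition above the mean inhibition across every tested compound plus 3 SD, cut at about 22% in these data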;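 also: 0% = DMSO only wells and the 100% control is not disclosed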
# Target sequence (Q00G26 whole entry, looked up): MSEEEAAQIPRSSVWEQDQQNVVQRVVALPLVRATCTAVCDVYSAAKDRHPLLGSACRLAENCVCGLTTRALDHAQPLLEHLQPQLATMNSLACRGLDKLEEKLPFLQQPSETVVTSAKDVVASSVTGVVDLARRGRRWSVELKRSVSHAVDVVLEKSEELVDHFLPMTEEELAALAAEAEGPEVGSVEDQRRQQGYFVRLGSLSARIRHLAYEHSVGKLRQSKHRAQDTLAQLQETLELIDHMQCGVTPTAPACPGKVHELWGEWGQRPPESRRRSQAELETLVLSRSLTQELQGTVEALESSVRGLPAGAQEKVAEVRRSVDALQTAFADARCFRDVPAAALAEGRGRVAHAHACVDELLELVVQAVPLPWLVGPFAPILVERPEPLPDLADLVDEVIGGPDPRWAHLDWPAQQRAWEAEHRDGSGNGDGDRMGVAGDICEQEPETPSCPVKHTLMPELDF
# Target sequence (Q8WTS1 whole entry, looked up): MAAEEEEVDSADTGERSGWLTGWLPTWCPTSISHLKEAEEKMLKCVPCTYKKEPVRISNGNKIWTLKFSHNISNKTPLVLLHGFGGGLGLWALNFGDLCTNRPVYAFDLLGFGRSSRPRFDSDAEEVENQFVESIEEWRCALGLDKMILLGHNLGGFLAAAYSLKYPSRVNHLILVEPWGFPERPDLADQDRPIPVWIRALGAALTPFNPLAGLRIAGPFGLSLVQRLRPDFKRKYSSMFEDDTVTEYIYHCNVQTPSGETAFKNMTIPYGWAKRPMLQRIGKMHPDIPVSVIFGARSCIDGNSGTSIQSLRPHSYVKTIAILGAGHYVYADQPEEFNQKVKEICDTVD
# N-glyco inh – N-linked glycosylation inhibition | D54 ERlucT glycosylation luciferase reporter, 24 h; percent of 100 nM tunicamycin response | reporter increase, % at 12.5 µM | actives 0.23% (n = 360,000);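 active = mean luciferase reporter signal, scaled so untreated is 0 and the glycosylation-blocking control 100, at or above a set limit in every replicate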;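 also: luciferase carries N-glycosylation sites so blocking glycosylation raises the light; 0% = median of neutral control wells and 100% = median of 100 nM tunicamycin wells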
# m5-HT2A agonist – agonists of mouse serotonin 5-HT2A receptor (HTR2A) | CHO-K1 mHTR2A beta-arrestin complementation, luminescence; percent of 30 µM serotonin response | actives 0.66% (n = 360,000) | P35363 | activation, % at 7.6 µM;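 active = activation above a run cutoff, the mean activation of all tested compounds plus 3 SD, cut at about 14% in these data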;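 also: 0% = plate median of compound wells and 100% = 30 µM serotonin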
# SRC2 inh – inhibits human steroid receptor coactivator 2 | Q15596 | HEK293 GAL4-SRC2 luciferase reporter, luminescence | inhibition, % at 9 µM | actives 0.17% (n = 370,000) | AID 651957;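 active = inhibition above the mean inhibition of all tested compounds plus 3 SD, set per campaign, cut at about 52% in these data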;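 also: 0% = DMSO treated cells and 100% = cells given Gossypol at 36 µM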
# * hit, by the source's call; . = no result given.
SMILES,MC4R antag cAMP,MC4R barr agon,TLR9-MyD88 block,H9c2 protect,NOD2 RIPK2 PPI,ABCB6 inh 2,ABHD5-PLIN5 inh,N-glyco inh,m5-HT2A agonist,SRC2 inh
COc1ccc(NC(=O)COC(=O)Cc2c[nH]c3ccccc23)cc1OC,3,-2.1,-3,2,-17,96,0,-1,0,-22
CSc1sc2ccccc2[n+]1CCCS(=O)(=O)[O-],-2,3.8,3,-3,-5,96,-8,1,0,-1
O=C1OC(c2ccccc2)Cc2cc(C(=O)N3CCN(c4ccc(F)cc4)CC3)ccc21 (stereo not given),4,-0.5,-2,-1,4,100,-9,-1,-3,4
N#Cc1c(N2CCCC2)ccc(Br)c1Cl,5,3.3,-1,1,8,104,9,-1,-3,-18
CCCCC(=O)NC1(C(F)(F)F)C(=O)N(CC(C)C)C2=C1C(=O)CC(C)(C)C2 (stereo not given),17,0.7,-3,1,-14,105,2,-1,2,-5
CC(O)(c1ccc(F)c(F)c1)c1nc(-c2cc3ccccc3o2)cs1 (stereo not given),1,6.4,.,-9,-2,93,-10,0,3,-23
COc1ccc(C(CNC(=O)C2CC(=O)N(Cc3ccc(C)cc3)C2)N(C)C)cc1 (stereo not given),17,-1.0,1,2,-6,99,2,-1,-4,-14
Cc1cc2[nH]ncc2cc1NC(=S)NC(=O)c1ccccc1,19,0.2,-2,-6,5,105,2,-2,9,2
c1ccc(CCNc2ncnc3c2cnn3-c2ccccc2)cc1,6,4.3,14,-6,7,106,-2,-3,2,-28
CC(=O)C1=C(NC(=O)c2ccc(C(F)(F)F)cc2)C[C@@H]2[C@H]1C2(C)C,0,1.0,-11,-4,0,96,-4,0,3,-14
Cc1[nH]c(C)c(S(=O)(=O)NCC(C)c2ccccc2)c1C(=O)N1CCCCC1 (stereo not given),-1,-1.6,-13,-2,-14,120,-5,-1,-4,-14
CCOC(=O)c1[nH]c(C)c(/C(O)=C2\C(=O)C(=O)N(CCCN(CC)CC)C2c2cccnc2)c1C (stereo not given),1,-0.6,5,1,-4,107,4,1,0,-6
Cc1ccc(S(=O)(=O)N2CCCCC2C(=O)O)s1 (stereo not given),4,0.3,0,7,-2,106,9,0,-2,9
CCOCCc1nnc(NC(=O)C2CC(=O)N(c3ccc(OCC)cc3)C2)s1 (stereo not given),0,-1.2,-11,-2,-7,98,4,0,-1,-11
CCOC(=O)c1c(C)c(C(=O)NCc2ccccn2)c(C)n1C,1,-0.8,-2,1,-9,98,9,1,8,5
O=S1(=O)C[C@@H](N2CCN(CC3CC3)CC2)[C@H](COCc2ccccc2)N1,.,.,.,4,4,90,5,-1,-4,-13
COC(=O)c1c(NC(=O)c2ccn(C)n2)sc2c1CCC2,10,7.5,-8,-1,-8,92,7,1,0,-17
COc1ccc(NS(=O)(=O)c2cc([N+](=O)[O-])ccc2NN=Cc2ccccc2OCC(=O)O)cc1,-1,-3.0,6,-3,13,102,-11,2,-3,-5
O=c1oc2ccccc2cc1-c1nc(-c2ccccc2)no1,4,1.9,-1,-22,-4,100,-7,-2,4,.
COC/C=C/C1=CC2=CC(=O)C(C)(OC(=O)c3cnc4ccccc4n3)C(=O)C2=CN1Cc1ccc(OC)cc1 (stereo not given),0,-0.9,-2,-3,5,103,8,6,-1,-10
O=C(c1cccn2c(=O)c3cc(Cl)ccc3nc12)N1CCN(Cc2ccc3c(c2)OCO3)CC1,14,0.3,9,43,17,102,11,5,2,-28
Cc1cc(=O)[nH]c(-c2cccnc2)n1,5,-0.3,7,-6,2,103,6,3,3,-43
Cc1cc(C)cc(NC(=S)NC2CC3CCCC(C2)N3C2CCCC2)c1 (stereo not given),3,4.4,-7,0,-9,94,7,-1,-5,-2
CCCNC(=O)C1(C)CCCN(Cc2ccc3c(c2)OCO3)C1 (stereo not given),8,2.4,.,4,-14,105,0,-1,-1,-33
NC(=O)[C@@H]1CCCNc2c(F)cc([N+](=O)[O-])cc2C(=O)N[C@@H](CO)C(=O)N[C@@H](Cc2ccc(O)cc2)C(=O)N1,-8,-2.1,-4,8,-5,98,-9,4,2,11
O=C1N(c2ccccc2)c2ccccc2C1(O)C(F)(F)F (stereo not given),0,0.3,7,-2,5,97,-5,0,-3,11
O=C(CN1CCN(Cc2ccc(F)cc2Cl)CC1)NCc1ccccc1,-1,-0.2,-3,-2,-2,99,7,-2,-6,-7
O=C(O)c1cccc(S(=O)(=O)N2CCN(S(=O)(=O)c3ccc4ccccc4c3)CC2)c1,5,-3.9,11,-2,-7,99,-14,0,3,-29
COc1ccccc1CNC(=O)C1CCC(CNS(=O)(=O)c2cccs2)CC1 (stereo not given),-3,-0.9,0,7,-4,94,-3,-3,8,-37
CCN(CC(=O)Nc1sc2c(c1C#N)CCCC2)CC(=O)NC1CCS(=O)(=O)C1 (stereo not given),9,-1.3,6,6,3,96,1,3,0,6

# Full records, quoted from the list. Values in the order: MC4R antag cAMP | MC4R barr agon | TLR9-MyD88 block | H9c2 protect | NOD2 RIPK2 PPI | ABCB6 inh 2 | ABHD5-PLIN5 inh | N-glyco inh | m5-HT2A agonist | SRC2 inh
# Cc1cc(C)cc(NC(=S)NC2CC3CCCC(C2)N3C2CCCC2)c1 (stereo not given) is listed with 3 | 4.4 | -7 | 0 | -9 | 94 | 7 | -1 | -5 | -2
# O=C1N(c2ccccc2)c2ccccc2C1(O)C(F)(F)F (stereo not given) is listed with 0 | 0.3 | 7 | -2 | 5 | 97 | -5 | 0 | -3 | 11
# CCCNC(=O)C1(C)CCCN(Cc2ccc3c(c2)OCO3)C1 (stereo not given) is listed with 8 | 2.4 | . | 4 | -14 | 105 | 0 | -1 | -1 | -33
# Cc1cc(=O)[nH]c(-c2cccnc2)n1 is listed with 5 | -0.3 | 7 | -6 | 2 | 103 | 6 | 3 | 3 | -43
# CCN(CC(=O)Nc1sc2c(c1C#N)CCCC2)CC(=O)NC1CCS(=O)(=O)C1 (stereo not given) is listed with 9 | -1.3 | 6 | 6 | 3 | 96 | 1 | 3 | 0 | 6

# New compounds follow:
SMILES,MC4R antag cAMP,MC4R barr agon,TLR9-MyD88 block,H9c2 protect,NOD2 RIPK2 PPI,ABCB6 inh 2,ABHD5-PLIN5 inh,N-glyco inh,m5-HT2A agonist,SRC2 inh
CCOC(=O)C(CC)n1nc(C)n2c(cc3occc32)c1=O (stereo not given),-3,-0.4,-1,6,10,102,-6,-1,0,-2
COc1cc(OC)cc(C(=O)OC(C)C(=O)NC2CCCc3ccccc32)c1 (stereo not given),-3,4.0,-4,-3,-4,94,6,4,-6,11
O=C(CSc1nc2cccnc2n1Cc1ccccc1)NC1CCCCC1,-2,-1.4,4,6,8,97,-2,-4,7,16
CN1C(=S)N2CCCN2C1c1ccccc1 (stereo not given),13,-1.0,-6,6,-1,93,0,0,2,13
Cc1ccc(/C=C2/NC(=O)N(Cc3ccc(Br)cc3)C2=O)o1,13,6.4,22*,5,12,102,55*,2,-4,-8
CC1CCCN(c2ccc3nncn3n2)C1 (stereo not given),-4,1.4,-5,1,-7,100,-5,2,4,-9
O=C(NCC1CCCO1)c1onc(CSc2cccc3ccccc23)c1C(=O)O (stereo not given),2,-0.6,0,-5,-6,92,2,1,7,2
Cc1cccc(NC(=O)CSc2nnnn2-c2cccnc2)c1,-3,-0.3,-9,3,-5,103,3,-5,-2,-1
CCS(=O)(=O)NC(=O)C1(C)CCN1C(=O)C1(c2ccc(Cl)cc2)CC1 (stereo not given),2,1.3,.,6,-3,94,0,1,8,-23
COc1ccc(CC(=O)NCCC(C)C)cc1S(=O)(=O)N1CCOCC1,-1,-1.3,-10,1,-10,97,0,2,5,-8
CCOC(=O)c1cc2sccc2n1CC(=O)OC,-2,1.2,2,10,-11,90,-2,1,-4,-4
Cc1ccc(S(=O)(=O)c2c(C)nn(C(C)(C)C)c2OC(=O)C2CCCC2)cc1,0,0.2,0,-22,-6,92,-11,4,-7,9
CC(=O)NC(C)(c1ccccc1)c1nc(-c2cnc3ccccc3c2)cs1 (stereo not given),-7,0.3,.,2,4,94,2,2,-1,-34
COC(=O)c1ccc(CSc2nnc(-c3ccncc3)o2)cc1,-10,-1.2,6,-2,0,95,1,3,-5,0
Cc1nc(SCC(=O)NCc2ccc(F)cc2)c2c(=O)n(C)c(=O)n(C)c2n1,4,-1.0,-8,53*,-3,99,2,-1,0,3
COc1cccc(Cn2c3ccc(NC(=O)CC(C)C(F)(F)F)cc3c(=O)n2C)c1 (stereo not given),6,0.4,.,0,10,97,-4,-2,-4,-17
O=C(N/N=C/c1cc([N+](=O)[O-])ccc1O)Nc1ccccc1,-14,-3.4,-1,24,-1,93,-1,2,-15,4
COC(=O)C1SCC2C(=O)N(Cc3cccc(C)c3)CC(=O)N21 (stereo not given),-1,-1.8,-17,6,-16,100,4,-2,-6,6
COc1ccc(OC)c(C2C(C#N)=C(N)Oc3c2c(C)nn3-c2cccc(Cl)c2)c1 (stereo not given),5,-1.9,5,-2,-10,107,-35,-1,-1,33
CC(=O)Nc1ccc(NC(=O)C(C)OC(=O)CCCN=C2NS(=O)(=O)c3ccccc32)cc1 (stereo not given),-4,3.9,-13,-2,-14,103,4,3,6,-13
COc1cccc2sc3cc(NCc4ccc5c(c4)OCO5)ccc3c(=O)c12,-12,0.2,5,2,13,85,3,0,-5,-37
CCn1c(SCC(=O)NC(C)(C)C)nnc1-c1ccoc1C,1,-2.9,7,6,-1,95,-7,1,-3,-22

# 2 compounds picked at random from the list so far:
SMILES,MC4R antag cAMP,MC4R barr agon,TLR9-MyD88 block,H9c2 protect,NOD2 RIPK2 PPI,ABCB6 inh 2,ABHD5-PLIN5 inh,N-glyco inh,m5-HT2A agonist,SRC2 inh
COc1cccc(Cn2c3ccc(NC(=O)CC(C)C(F)(F)F)cc3c(=O)n2C)c1 (stereo not given),6,0.4,.,0,10,97,-4,-2,-4,-17
COC(=O)C1SCC2C(=O)N(Cc3cccc(C)c3)CC(=O)N21 (stereo not given),-1,-1.8,-17,6,-16,100,4,-2,-6,6

# A portion of the library. The share of hits here may be higher or lower than overall.
